Screens as filed in PubChem BioAssay.
TSHR antagonist: human thyrotropin receptor antagonism; AID 504810; activity change, negative = inhibition, % at 11.5 µM; 330,000 compounds, 0.2% hits; P16473; TSHR-expressing cells, TSH-stimulated cAMP HTRF, 2 h; active compounds read low;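 active = activity change below a set negative limit, meaning inhibition stronger than a set level, cut at about -70% in these data; inconclusive = activity change between two set negative limits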; note: % is set by controls: 0 for no effect and ±100 for the full control effect
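TSHR-expressing cells were treated with compounds, then stimulated with TSH at EC80 (4nM final) for 2 hours at 37 deg C. Cellular cAMP was measured by HTRF competition between lysate cAMP and cAMP-d2 for a cryptate-labelled anti-cAMP antibody.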
Eya2 phos inh: inhibitors of human Eya2 phosphatase activity; O00167; recombinant Eya2, OMFP fluorescence dephosphorylation (OMFP is methylfluorescein phosphate); Potency, µM (top dose mostly 76.9 µM), without a hit: top-dose activity, negative = inhibition, most hits filed as inhibitors; 330,000 compounds, 0.006% hits; note: potency is the fitted concentration of half-maximal effect; % is set by controls: 0 for no effect and ±100 for the full control effect
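Eya2 protein (added as 0.2 uM solution) was preincubated with compound for 10 min at ambient temperature in 50 mM HEPES pH 7.5, 50 mM NaCl, 5 uM MgCl2, 0.05% BSA, 1 mM DTT. OMFP (added at 50 uM) then reacted 10 min; fluorescence read at 485/525 nm.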
TRPV1 ag: activates the human vanilloid receptor TRPV1. Q8NER1. TRPV1-expressing cells, Fluo-8 calcium influx, agonist mode. activation, % at 8.33 µM. 320,000 compounds, 0.19% hits; in the data active = activation above about 80%; inconclusive = between about 30% and that limit; note: 0% is about no effect
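Cells expressing TRPV1 were dye-loaded with Fluo-8 and read kinetically: 10 s baseline, 3 min after compound (agonist portion), then 2 min after EC20 capsaicin (allosteric enhancer portion). Calcium-bound dye fluorescence at 480/520 nm.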
AT treatment: potential ataxia-telangiectasia treatments restoring KAP-1 phosphorylation; […] A-T fibroblasts, KAP-1 phosphorylation AlphaLISA; neocarzinostatin DNA damage 30 min before lysis; Potency, µM (titrated, usually from 57.5 µM), without a hit: top-dose activation, most hits filed as activators; 320,000 compounds, 0.19% hits; note: potency is the fitted concentration of half-maximal effect; % of control where 0% means no effect; nearly all actives have a fitted effect of over 45% in size
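hTERT-immortalized A-T patient fibroblasts ([…]), 500 cells/well in OPTI-MEM, 1% FBS, got compounds for 60 min, then NCS for 30 min at 37C. Lysates were then assayed for phospho-KAP-1 by AlphaLISA (anti-pKAP1 donor, anti-KAP1 acceptor beads), 6 hr at 25C.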
KCNH2 3.1 inh: blocks the human KCNH2 3.1 channel isoform | U2OS KCNH2 3.1, thallium flux FluxOr; active compounds read low | activity change, % (tested at about 1.8 µM) | 340,000 compounds, 0.95% hits;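 active = maximum activity change below -70%; inconclusive = maximum activity change from -70% to -50%; inactive = maximum activity change above -50%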;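 note: thallium influx rate constant from kinetic fluorescence after stimulation buffer; % is set by controls: 0 for no effect and ±100 for the full control effect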
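Thallium flux read-out: FluxOr dye with Red40 quencher in HBSS/HEPES, 45 min at RT. Rate constants from kinetic reads were normalized to positive and negative DMSO controls. Cells: U2OS virally expressing the 3.1 isoform.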
TCR act: activates T cell receptor signaling. AID 504894. Potency, µM (series often up to 9.22 µM), for inactives: top-dose activation of IL-2 secretion, actives largely listed as activators. 330,000 tested, under 10 active. primary human leukocytes, anti-CD3, IL-2 HTRF, 48 h; note: % of control where 0% means no effect
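Activity was scored as IL-2 release from primary human leukocytes given only a TCR signal (a-CD3 beads) plus compound for 48 hr. Detection used a two-antibody HTRF format read at 665nm.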
KCNH2 WT inh: KCNH2 (human, wildtype) channel inhibition; activity change, % at 1.84 µM; U2OS, BacMam KCNH2, thallium flux FluxOr; active compounds read low; 340,000 compounds, 0.37% hits; Q12809;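 active = maximum activity change below -70%; inconclusive = maximum activity change between -70% and -50%; inactive = maximum activity change above -50%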; note: % is set by controls: 0 for no effect and ±100 for the full control effect
Target sequence (Q12809 whole entry, looked up): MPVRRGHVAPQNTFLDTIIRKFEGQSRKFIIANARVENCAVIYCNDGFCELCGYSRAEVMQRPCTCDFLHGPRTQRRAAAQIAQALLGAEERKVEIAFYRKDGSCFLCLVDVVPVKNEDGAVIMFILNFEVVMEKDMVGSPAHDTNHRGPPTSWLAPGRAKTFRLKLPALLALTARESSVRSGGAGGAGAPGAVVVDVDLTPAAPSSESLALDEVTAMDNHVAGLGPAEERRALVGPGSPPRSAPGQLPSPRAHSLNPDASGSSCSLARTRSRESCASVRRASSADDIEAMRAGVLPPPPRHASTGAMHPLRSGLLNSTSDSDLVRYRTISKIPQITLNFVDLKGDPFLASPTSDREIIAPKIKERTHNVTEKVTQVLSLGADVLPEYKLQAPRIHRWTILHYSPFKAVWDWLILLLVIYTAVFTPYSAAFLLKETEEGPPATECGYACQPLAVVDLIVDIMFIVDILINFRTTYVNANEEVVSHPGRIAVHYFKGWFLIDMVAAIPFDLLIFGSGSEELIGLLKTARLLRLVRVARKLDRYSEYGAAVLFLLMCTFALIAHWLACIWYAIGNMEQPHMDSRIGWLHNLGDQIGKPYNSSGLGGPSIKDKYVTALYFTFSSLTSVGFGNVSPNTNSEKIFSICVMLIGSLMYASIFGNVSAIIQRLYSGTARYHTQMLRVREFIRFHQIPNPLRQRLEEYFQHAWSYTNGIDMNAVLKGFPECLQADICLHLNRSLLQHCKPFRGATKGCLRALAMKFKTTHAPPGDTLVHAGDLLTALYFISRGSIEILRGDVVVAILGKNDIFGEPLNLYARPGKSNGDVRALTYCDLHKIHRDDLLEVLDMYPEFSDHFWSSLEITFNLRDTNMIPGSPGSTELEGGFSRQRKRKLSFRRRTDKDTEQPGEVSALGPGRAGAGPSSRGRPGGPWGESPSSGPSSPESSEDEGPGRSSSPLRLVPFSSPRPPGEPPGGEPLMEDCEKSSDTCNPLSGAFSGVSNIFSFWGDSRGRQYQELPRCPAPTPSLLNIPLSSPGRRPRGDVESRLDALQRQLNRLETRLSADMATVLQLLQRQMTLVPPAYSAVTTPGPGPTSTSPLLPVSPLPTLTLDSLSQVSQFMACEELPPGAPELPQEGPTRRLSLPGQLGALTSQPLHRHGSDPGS
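U2OS cells transduced with wild-type KCNH2 virus are loaded with FluxOr dye for 45 min, and thallium flux is measured in kinetic reads before and after stimulation buffer. Rate constants are normalized to DMSO controls.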
USP2a inh: blocks human ubiquitin-specific protease USP2a. O75604. USP2 core, Ub-CHOP2 coupled fluorogenic reporter, 485/531. Potency, µM (highest dose often 38.3 µM), for inactives: at the highest dose activity change, negative = inhibition, hits mostly inhibitors. 330,000 compounds, 0.01% hits;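 note: potency is the fitted concentration of half-maximal effect; plate controls were DMSO wells for no effect and full inhibition by NEM control for full effect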
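Cell-free coupled assay: 10nM USP2 core preincubated 30min RT with compound in Tris-HCl pH 8.0/CaCl2/CHAPS buffer, then 25nM Ub-CHOP2 and 25nM reporter substrate; fluorescence (Ex 485/Em 531) read after 60min RT, normalized to NEM inhibition, concentration-response curves fitted.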
Mito fusion yeast: mitochondrial division inhibition or fusion activation. AID 485298. S. cerevisiae fusion-defective mutant growth rescue, CellTiterGlo 48 h. Potency, µM (highest dose often 46.1 µM), for the others: top-dose growth rescue (activation), usual class: activators. 320,000 compounds, 0.23% hits;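 note: potency is the fitted concentration of half-maximal effect; % of control where 0% means no effect; nearly all actives have a fitted effect of over 45% in size; temperature-sensitive fusion mutants such as fzo1-1 at 37 °C on non-fermentable ethanol glycerol medium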
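Growth-rescue viability read-out: after 48 h at the non-permissive 37C in glycerol/ethanol YPEG, yeast mitochondrial fusion mutants are measured by CellTiterGlo luminescence; compounds (23 nl pinned per well) restoring growth score as division inhibitors or fusion activators.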
ELG1 DNA repair: blocks ELG1-dependent DNA repair in HEK293T cells; HEK293T ELG1-luciferase reporter, luminescence, 16 h; DNA damage induced by 5-fluorouridine; Potency, µM (top dose mostly 46.1 µM), for inactives: at the highest dose activity change, negative = inhibition, actives largely listed as inhibitors; 330,000 compounds, 2.3% hits; note: potency is the fitted concentration of half-maximal effect; % is set by controls: 0 for no effect and ±100 for the full control effect; nearly all actives have a fitted effect of over 55% in size
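Reporter activity after DNA damage by 5-fluorouridine is monitored. Compound-treated cells incubate 16 hr at 37 °C, then ONE-Glo is added for 30 min before luminescence reading.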
The depositor's hits bear a star; ? = inconclusive; . = no result given; [ ] = remark or other dose. Unless noted, calls come from the whole dose curve; as a rule, active = well fitted curve in the direction sought with a large enough effect; inconclusive = small, poorly fitted or top-dose-only effect, or another doubt; inactive = no such curve, though single readings can be large; an effect the other way counts as inactive or inconclusive. Only part of the results is shown; count on the stated rates, not on these rows.

SMILES | TSHR antagonist | Eya2 phos inh | TRPV1 ag | AT treatment | KCNH2 3.1 inh | TCR act | KCNH2 WT inh | USP2a inh | Mito fusion yeast | ELG1 DNA repair
Cc1cc(C(=O)Nc2cc(Br)ccc2O)on1 | 13 | 0% | 4 | 12% | -4 | -11% | -4 | 3% | -10% | -3%
Cc1[nH]n(-c2ccc(F)cc2)c(=O)c1C=Nc1ccc(S(=O)(=O)N(C)C)cc1 | -4 | 12% | 1 | 8% | 0 | 0%[46.1 µM] | 6 | 1% | -3% | ?
COc1ccc(NC(=O)N2CCN(S(C)(=O)=O)CC2)cc1 | 3 | -8% | 6 | 5% | 12 | -1% | -2 | 1% | 1% | 16%
C#CCOC(=O)c1ccccc1C(=O)n1nnc2ccccc21 | 10 | -7% | 5 | 21% | -15 | -1% | -15 | 1% | -2% | -8%
CCOC(=O)N1CCN(C(=O)CN(C)S(=O)(=O)c2ccc3c(c2)c(=O)n(C)c(=O)n3C)CC1 | 7 | 5% | 1 | 8% | 0 | -1% | 1 | 2% | 3% | -2%
O=C(Nc1ccc(Cl)cn1)c1ccccc1SCc1ccccc1 | 17 | -7% | 22 | 5% | -1 | 4% | 4 | -6% | -4% | -14%
Cc1ccc(/C=N/N2CCN(Cc3cccc4ccccc34)CC2)o1 | -9 | 3% | 4 | . | -8 | -3% | -1 | 1% | 3% | ?
CCN1CCN(C(=O)C2CCN(S(=O)(=O)c3cccc4cccnc34)CC2)CC1 | 5 | -4% | . | 7% | 18 | 9% | 1 | 1% | -2% | 16%
C=CCCC(=O)N1CCCC(Cc2cccc(Cl)c2)(C(=O)OCC)C1 (stereo not drawn) | -2 | 2% | 23 | 13% | 16 | -3% | -10 | 0% | 0% | 4%
CN(C)C(CNC(=O)c1cccnc1Sc1ccccc1)c1ccco1 (stereo not drawn) | 2 | 0% | 2 | 1% | -7 | 1% | 14 | 5% | -2% | 14%
CCOc1ccc(-c2nnn(CC(=O)NCc3ccco3)n2)cc1OCC | -2 | 5% | 4 | 1% | -3 | 6%[46.1 µM] | -5 | 2% | -3% | 14%
Cc1cc(C)c2cc(CN(CC3CCCO3)S(=O)(=O)c3ccc4c(c3)OCCO4)c(=O)[nH]c2c1 (stereo not drawn) | -6 | 5% | 1 | 13% | -10 | -1% | 7 | 2% | 7% | 1%
COc1cc(OC)c(NS(=O)(=O)c2cc(C(=O)OCC(=O)NCC3CCCO3)ccc2OC)cc1Cl (stereo not drawn) | 0 | -10% | 1 | -1% | -28 | 0% | -4 | -1% | 2% | -7%
Cc1ccc(C)c(S(=O)(=O)Nc2ccc(C(=O)NCCCN3CCCC3=O)cc2)c1 | 11 | -6% | -1 | 10% | -12 | 3% | -4 | 1% | 2% | -7%
COc1ccc(O)cc1 | -4 | 1% | . | 0% | 1 | 2% | -3 | 0% | . | 6%
C/C(CCCO)=N/Nc1ccc([N+](=O)[O-])cc1[N+](=O)[O-] | -9 | 3% | 1 | -5% | -6 | -4% | -1 | 0% | -4% | -7%
CCOC(=O)N1CCN(C(=O)CSc2nnc(-c3ccc(C(C)(C)C)cc3)o2)CC1 | -2 | 1% | 7 | 6% | 7 | -10%[46.1 µM] | 21 | 0% | 2% | -8%
CC(=O)c1cc(-c2ccccc2)n(CC(=O)NC2CCCCC2)c1C | -7 | -2% | 2 | 2% | -13 | 0% | 2 | 2% | -8% | 3%
O=C(NCCN1CCOCC1)c1ccc(Cl)c([N+](=O)[O-])c1 | 11 | -3% | 0 | -4% | 4 | -9% | 17 | 1% | -1% | -8%
CC(CN1CCCC1)OC(=O)C(c1ccccc1)c1ccccc1 (stereo not drawn) | -7 | -3% | 12 | -8% | -42 | 5% | 30 | 0% | -3% | 10%
O=C(Nc1ccccn1)c1ccco1 | 0 | -2% | 1 | 9% | 13 | -2% | 1 | 0% | 3% | ?
Cc1ccc(OCCSc2nnc(-c3cccs3)n2C)cc1 | -2 | -6% | 7 | -1% | 2 | -6%[46.1 µM] | -4 | 2% | 0% | 0%
CNS(=O)(=O)c1cc(Nc2ncnc3sccc23)ccc1C | -2 | 4% | -3 | -9% | -2 | 2% | 11 | 7% | 3% | -18%
CCCCCOC(=O)NC1CCS(=O)(=O)C1 (stereo not drawn) | 0 | 0% | 1 | 3% | 7 | -2% | 14 | 2% | 10% | 14%
COc1ccc(S(=O)(=O)NCc2cccnc2)c2ccccc12 | 15 | -13% | -6 | -1% | 8 | -3% | -9 | -1% | 5% | 4%

(listing goes on)
SMILES | TSHR antagonist | Eya2 phos inh | TRPV1 ag | AT treatment | KCNH2 3.1 inh | TCR act | KCNH2 WT inh | USP2a inh | Mito fusion yeast | ELG1 DNA repair
COc1ccc(OCc2nnc(SCC(=O)N3CCCc4ccccc43)n2-c2ccc(C)cc2)cc1 | -3 | 17% | ? | 1% | -83* | -1% | 7 | -7% | 23% | ?
Cc1nc2cc(NC(=O)N3c4ccccc4CC3C)ccc2o1 (stereo not drawn) | 2 | -22% | 1 | 2% | 1 | 11% | 14 | 9% | -4% | ?
O=C(Nc1cc(C(F)(F)F)cc(C(F)(F)F)c1)c1ccc(Cn2cc(C(F)(F)F)ccc2=O)cc1 | -27 | -18% | . | 1% | -11 | 1% | 27 | -1% | 2% | -4%
CC(C)(C)C1CCC(OC(=O)CN2CCOCC2)CC1 (stereo not drawn) | -5 | 6% | 9 | . | 14 | 1% | -2 | 4% | 3% | ?
CCOc1ccc(CN(C)CC(=O)Nc2ccc(N3CCOCC3)cc2)cc1OC | 15 | 5% | 19 | -10% | 3 | -2%[46.1 µM] | -2 | 2% | -17% | -1%
Cc1cc(C)n2nc(C(=O)Nc3cccnc3)nc2n1 | -29 | 3% | -2 | 2% | 21 | -1% | -3 | -5% | 1% | 14%
CCCc1cc(-c2nc(N)ncc2-c2ccc3c(c2)OCCCO3)c(O)cc1OC | 8 | -23% | 13 | 6% | -3 | 17% | -7 | 0% | ? | ?
COC(=O)c1ccc(NC(=O)c2ccc3nc(C)sc3c2)cc1 | 133 | 12% | -4 | 11% | 5 | . | -14 | 1% | 1% | ?
CCOC(=O)c1cc(-c2ccc(OC)cc2)nc2c1c(C)nn2CCC#N | -9 | -4% | 5 | 15% | -8 | 3% | -8 | -8% | 12% | 3.7µM*
C=CCn1c(SCC(=O)NCCOC)nc2scc(-c3ccco3)c2c1=O | 4 | -1% | 4 | -12% | 5 | -9% | 3 | -1% | 1% | -1%
COc1ccc(-c2nnc(OCc3nc4ccccc4n3C)c3ccccc23)cc1 | 9 | -5% | 2 | 0% | -21 | 2%[46.1 µM] | 1 | 4% | 18% | ?
Cc1cc(Nc2ccc(F)c(Cl)c2)n2nc(C)nc2n1 | -8 | -2% | -3 | 18% | -4 | 6% | -5 | 1% | -3% | -19%
O=C(CN1CCOC1=O)N1CCCC(Nc2ccc(F)c(F)c2)C1 (stereo not drawn) | 9 | 2% | 2 | -1% | 14 | 1% | -3 | 2% | -5% | ?
COc1ccc(NC2CCCN(C(=O)CCc3cn[nH]c3)C2)cc1 (stereo not drawn) | -1 | -7% | 0 | -1% | -1 | 5% | -10 | 1% | 1% | 7%
Brc1c(C[n+]2ccccc2)nc2ccccn12 | 4 | -1% | 4 | ? | -7 | -3% | 0 | 6% | -2% | 12%
O=C(NCCc1ccc(F)cc1)c1cc2ccccc2oc1=O | -14 | 3% | 2 | 1% | 3 | -3% | 0 | 2% | -4% | 3%
c1ccc2ncc(-n3cnnn3)cc2c1 | -3 | 1% | -1 | 0% | 3 | 3% | 3 | 3% | -1% | -1%
CCCn1c2c(c(O)c(C(=O)Nc3nccs3)c1=O)CCCC2 | -11 | 29% | 1 | -2% | -2 | -3% | 0 | -1% | 6% | 15%
O=C(Cc1ccccc1)Nc1ccc(NC(=O)c2ccco2)nc1 | -3 | 23% | -2 | -2% | -1 | 8% | -4 | 2% | 0% | ?
O=C(CCC(=O)NCCO)NCCO | -4 | -17% | 3 | 2% | . | -7% | -7 | 2% | 3% | 3%
CC(C)N(C(=O)[C@H]1CC(CC(=O)NCCN2CCOCC2)C(=O)N2CCc3c([nH]c4ccccc34)[C@]12C)C(C)C (stereo partly drawn) | -4 | -19% | . | 9% | . | 1% | -5 | 2% | . | 6%
CC(C)(C)OC(=O)C[C@@H]1C/C=C\C[C@H](CC(=O)N[C@@H](CO)Cc2ccccc2)C(=O)N[C@H](Cc2ccccc2)COC1=O | 13 | -1% | . | 6% | 2 | -2% | 4 | 4% | . | ?

Looked up above.
KCNH2 WT inh with COC(=O)c1ccc(NC(=O)c2ccc3nc(C)sc3c2)cc1 stands at -14
TCR act with Cc1cc(C(=O)Nc2cc(Br)ccc2O)on1 stands at -11%
